TRPC4 agonist: activators of mouse TRPC4 channel, primary screen, Fluo4 calcium, HEK293 TRPC4beta/mu-opioid cells; Short transient receptor potential channel 4 (Mus musculus), Q9QUQ5; Fluo4 calcium fluorescence; active compounds read high; B-score at 10 µM; 0.49% of 310,000 active;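 active means B-score above 5 SD of library B-scores, and initial fluorescence ratio not above library mean plus 5 SD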;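 further: positive B-score marks a calcium rise read as TRPC4 activation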
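Incubation: 45 min room-temperature Fluo4 loading, 110 s read / System: HEK293 cells stably co-expressing mouse TRPC4beta and mu-opioid receptor / Signal: Fluo4 fluorescence, kinetic / Control set: buffer (low) and maximal DAMGO (high) / Measure: integrated baseline-normalised fluorescence ratio, converted to per-well B score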
KCNK9 block: KCNK9 potassium channel inhibitors, primary screen, HEK293 cells, thallium flux. 1.2% of 310,000 active. B-score at 10 µM. Potassium channel subfamily K member 9 (Homo sapiens), Q9NPC2. FluxOR thallium flux fluorescence; active compounds read low;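 active means ratio B-score over 3 SD below the library mean, with starting fluorescence within 5 SD of its mean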;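 further: negative B-score means less thallium flux so channel inhibition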
HDAC3 inhib: HDAC3 deacetylase inhibitors, primary screen, biochemical, fluorescence, cell-free homogeneous. Histone deacetylase 3 (Homo sapiens), O15379. recombinant HDAC3, fluorogenic peptide/trypsin coupled. inhibition, % at 8.3 µM. 0.15% of 320,000 active. AID 2718, 2010; in the data active means inhibition above about 26%, passing the limit was not always enough; inconclusive means no clear call, values can overlap the other calls
KCNK3 block: human KCNK3 channel inhibitors, primary screen, CHO cells, FluxOR thallium flux, B-score; FluxOR fluorescence; active compounds read low; 0.84% of 340,000 active; AID 602410, 2012; B-score at 10 µM;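 active means B-score under library mean minus 4 SD, starting fluorescence ratio at most library mean plus 5 SD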;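 further: more negative B-score means stronger inhibition of thallium flux through KCNK3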
hERG protect: hERG rescue from dofetilide block, primary screen, cell-based, CHO-hERG, FluxOR thallium flux, dofetilide IC70; dofetilide IC70 present; 0.51% of 310,000 active; Voltage-gated inwardly rectifying potassium channel KCNH2 (Homo sapiens), Q12809; AID 1511, 2009; activation (rescue from dofetilide block), less the hit threshold, % at 10 µM;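 active means activation above the mean of controls blocked by dofetilide plus 5 SD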;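 further: thallium influx through hERG after potassium depolarization seen as dye fluorescence rise; in these data hits start at about 4.7%; inactives centre near -7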
ANO1 activ: TMEM16A chloride channel activators or potentiators, primary screen, cell-based, HTS. HEK293 TMEM16A/YFP-H148Q/I152L, iodide quench fluorescence; active compounds read low. B-score at 10 µM. 0.3% of 340,000 active. AID 623877, 2012;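 active means fluorescence-ratio B-score plate-corrected deviation score at least 3 library SD below zero, with starting fluorescence score within 5 deviations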;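 further: channel opened by trigger with iodide after compound preincubation; score built on the fluorescence ratio of max minus min over baseline; more negative score means more quench and so TMEM16A activation or potentiation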
TRPC4 potent: positive allosteric modulators of TRPC4, primary screen, cell-based, mouse TRPC4beta, HEK293 mu-opioid, Fluo-4 calcium; DAMGO EC20, Fluo-4 Ca2+ flux; active compounds read high; AID 2227, 2009; B-score at 10 µM; 0.42% of 310,000 active;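 active means B-score of calcium response area above 5 SD of library B-scores, with initial fluorescence ratio within 5 SD of library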;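 further: B-score of integrated fluorescence ratio over time as area under calcium response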
KCNQ1 block: inhibitors of human KCNQ1 channel, primary screen, cell-based, thallium flux, high-throughput; Potassium voltage-gated channel subfamily KQT member 1 (Homo sapiens), P51787; B-score at 10 µM; 1.3% of 310,000 active; CHO-K1 KCNQ1, FluxOR thallium flux fluorescence; active compounds read high;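 active means compounds whose thallium flux B-score, printed positive for inhibition, exceeds three library SD while starting fluorescence stays within three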;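 further: channel opened by potassium depolarization with thallium stimulus after 20 min compound exposure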
Target sequence (P51787 whole entry, looked up): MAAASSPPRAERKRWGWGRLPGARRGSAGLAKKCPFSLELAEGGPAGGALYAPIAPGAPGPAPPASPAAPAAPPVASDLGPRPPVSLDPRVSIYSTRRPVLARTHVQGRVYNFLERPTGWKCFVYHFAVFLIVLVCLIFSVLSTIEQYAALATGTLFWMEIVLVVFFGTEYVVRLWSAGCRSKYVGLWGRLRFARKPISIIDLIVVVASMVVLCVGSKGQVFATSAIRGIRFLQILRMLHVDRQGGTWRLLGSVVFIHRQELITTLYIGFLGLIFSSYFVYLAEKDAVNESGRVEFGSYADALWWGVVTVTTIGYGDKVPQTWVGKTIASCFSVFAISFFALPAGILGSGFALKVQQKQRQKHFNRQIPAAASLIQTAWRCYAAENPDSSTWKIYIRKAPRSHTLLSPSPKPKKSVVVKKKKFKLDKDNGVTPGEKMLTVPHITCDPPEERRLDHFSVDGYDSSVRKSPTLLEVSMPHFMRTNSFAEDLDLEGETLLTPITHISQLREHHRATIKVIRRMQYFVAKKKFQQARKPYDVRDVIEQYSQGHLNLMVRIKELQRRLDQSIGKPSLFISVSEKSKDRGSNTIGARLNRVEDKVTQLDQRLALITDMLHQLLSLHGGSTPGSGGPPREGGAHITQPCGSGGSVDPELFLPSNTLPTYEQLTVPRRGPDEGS
DYRK1A inh: rat Dyrk1A kinase inhibitors, primary screen, biochemical, single point, plate reader. 0.43% of 310,000 active. Dual specificity tyrosine-phosphorylation-regulated kinase 1A (Rattus norvegicus), Q63470. ADP-Glo luminescence, NFATc1 peptide. inhibition, % at 12.5 µM; in the data active means inhibition above about 50%;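 further: plate controls were vehicle with enzyme for no effect and no enzyme for full effect; many of its hits are not listed in these tables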
KCNQ1 pot: potentiators or activators of KCNQ1 channel, primary screen, cell-based, thallium flux, high-throughput; 0.35% of 310,000 active; B-score at 10 µM; CHO-K1 KCNQ1, thallium flux FluxOR fluorescence; active compounds read high; Potassium voltage-gated channel subfamily KQT member 1 (Homo sapiens), P51787; AID 2648, 2010;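 active means fluorescence ratio B-score, a plate-corrected score, at least three library SD, with initial intensity B-score within 5 SD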
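assay system = KCNQ1-transfected CHO-K1 cells | medium = assay buffer with matched DMSO | probe or stimulus = depolarizing K+/Tl+ stimulus, K2SO4 and Tl2SO4 each 12.5 mM in 5x stock | dosing = single dose | incubation = dye 90 min, compound 20 min, room temperature | detection = kinetic FluxOR fluorescence, 10 s baseline plus 110 s post-stimulus | evaluation = ratio B score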
ANO1 block: TMEM16A chloride channel inhibitors, primary screen, cell-based, HTS | Anoctamin-1 (Mus musculus), Q8BHY3 | 1.2% of 310,000 active | AID 588511, 2011 | HEK293 TMEM16A/YFP iodide influx fluorescence, ionomycin | normalized B-score (activity score, 25-100; higher = stronger inhibition) at 10 µM;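 active means ratio plate-corrected score three or more library SD toward inhibition, starting fluorescence score within five deviations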;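 further: score derived from kinetic fluorescence span divided by baseline fluorescence per well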
Active calls of the source: *; i = inactive; ? = inconclusive; . = no result given. A portion of the library; the hit share may differ from the screen's.

item	Compound	TRPC4 agonist	KCNK9 block	HDAC3 inhib	KCNK3 block	hERG protect	ANO1 activ	TRPC4 potent	KCNQ1 block	DYRK1A inh	KCNQ1 pot	ANO1 block
1	Cc1cc(NC(=O)CSc2nnc3c(C)cc4c(C)ccc(C)c4n23)no1	i	i	-1	i	3	i	i	i	-7	i	i
2	COc1ccc2nc(C)cc(SCC(=O)N/N=C/c3cccc4ccccc34)c2c1	i	i	4	i	-9	i	i	i	6	i	i
3	COc1ccc(NC(=O)c2ccc(Cl)c(S(=O)(=O)N3CCc4ccccc4C3)c2)cn1	i	i	7	-10*	-13	i	i	i	3	i	i
4	COc1ccccc1NC(=O)c1c(C)oc2c1CCCC2	i	i	0	i	-6	i	i	i	-1	i	i
5	Cc1sc2nc(CSC(C)C(=O)N(C)CC(=O)Nc3ccccc3C(F)(F)F)[nH]c(=O)c2c1C (stereo not given)	i	i	1	i	-21	i	i	i	1	i	i
6	COC(=O)Cc1cc(=O)[nH]c(Nc2nc3ccccc3o2)n1	i	i	2	i	1	i	i	i	-1	i	i
7	Cc1cccc(N2CCCn3c2nc2c3c(=O)[nH]c(=O)n2C)c1	i	i	-1	i	-3	i	i	i	9	i	i
8	O=C(CCn1cnc2ccccc21)N=Nc1c(O)[nH]c2ccccc12	i	i	5	i	-8	i	i	i	2	i	i
9	CS(=O)(=O)N(CC(=O)Nc1ccc(S(=O)(=O)N2CCOCC2)cc1)c1cccc(F)c1	i	i	0	i	-9	i	i	i	-6	i	i
10	CCOC(=O)C(=O)c1cn(C2OCC(OC(C)=O)C(OC(C)=O)C2OC(C)=O)c2ccccc12 (stereo not given)	i	i	4	i	-12	i	i	i	3	i	i
11	CCOc1ccc(S(=O)(=O)N2CCC(C(=O)NCc3cccnc3)CC2)cc1Cl	i	i	5	i	-6	i	i	i	3	i	i
12	O=C(CCNC(=O)c1ccco1)Nc1ccccc1OC(F)F	i	i	-5	i	-6	i	i	i	1	i	i
13	Cc1cccc(NC(=O)CSc2nc3ccccc3nc2N2CCCC2)c1	i	i	5	i	-10	i	i	i	7	i	i
14	C/C(=N\NC(=O)c1ccoc1C)c1ccc(Cl)s1	i	i	5	i	-12	i	i	i	3	i	i
15	COCCNC(=O)CN1CCN(Cc2cccc(Cl)c2)C1=O	i	i	0	i	-8	i	i	i	-1	i	i
16	COc1cccc(NC(C)=[N+](C)CCNS(=O)(=O)c2ccc(Cl)cc2)c1	i	i	9	i	-7	i	i	6*	-2	i	i
17	CCOC(=O)CSc1nnc(C)c(C)n1	i	i	6	i	-4	i	i	i	2	i	i
18	COc1ccccc1N1CCN(C(=O)C(=O)c2c(C)[nH]c3ccccc23)CC1	i	i	7	i	-15	i	i	i	1	i	i
19	CC(C)C(C(=O)O)N1C(=O)/C(=C/c2cccn2C)SC1=S (stereo not given)	.	.	33*	i	.	i	.	.	-5	.	i
20	Cc1ccc(NS(=O)(=O)c2cc(NC(=O)c3ccc4c(c3)NC(=O)CS4)ccc2C)c(C)c1	i	i	2	i	-30	i	i	i	-3	i	i
21	COc1cccc(NC(=O)NCCC2=CCCCC2)c1	i	i	5	i	-12	i	i	i	4	i	i
22	Cc1cc(Cl)c2oc(C(=O)N(C)CC3CCOCC3)c(C)c2c1	i	i	4	i	-12	i	i	i	2	i	i
23	O=C(NC1CCCCCC1)c1ccc(Cl)c(S(=O)(=O)N2CCOCC2)c1	i	i	2	i	-5	i	i	i	-3	i	i
24	CCc1ccc(OCC(=O)NCc2ccco2)c(Br)c1	i	i	2	i	1	i	i	i	3	i	i
25	CCCCNC(=O)c1onc(CSc2ccccc2C)c1C(=O)O	i	i	-5	i	-3	i	i	i	2	i	i
26	CCCn1c(C(O)c2ccc(C)cc2)nc2ccccc21 (stereo not given)	i	i	0	i	-8	i	i	i	7	i	i
27	CCC(C)(C)c1ccc(OCC(=O)N(C)C)c(C(C)(C)CC)c1	i	i	?	i	-15	i	i	i	-3	i	100*
28	Cn1c(SCc2ccccc2)nnc1-c1cnccn1	i	i	0	i	-8	i	i	i	4	i	i
29	Cc1c(OCC(=O)NCCN2CCOCC2)ccc2c(-c3ccccc3)cc(=O)oc12	i	i	-4	i	-3	i	i	i	-2	i	i
30	N#Cc1c(N)oc(-c2ccc3c(c2)OCO3)c1-c1ccc2c(c1)OCO2	i	-6.8*	4	i	-11	i	i	i	22	i	i
31	CC(C)(C)NC(=O)Cn1c(SCC(=O)Nc2nccs2)nc2ccccc21	i	i	8	i	-9	i	i	i	-4	i	i
32	CSc1nc2cc(F)c(F)cc2n1C	i	i	3	i	-7	i	i	i	-3	i	i
33	C=CCn1c(=O)c2ccccc2n2c(SCC(=O)Nc3sc(C)c(CC)c3C(=O)OCC)nnc12	i	i	-3	i	-5	i	i	i	-2	i	i
34	CCOC(=O)c1c(NC(=O)COC(=O)c2ccccn2)sc2c1CCC2	i	i	-6	i	-2	i	i	i	2	i	i
35	CN(C1CCCCC1)S(=O)(=O)c1ccc2c(c1)c(=O)c(C(=O)N1CCc3ccccc3C1)cn2C	i	i	?	i	-10	i	i	i	-5	i	i
36	COc1ccccc1NC(=O)NC(N)=O	i	i	0	i	-10	i	i	i	16	i	i
37	CSCC(=O)N1CCCC(N2CCN(c3cccc(C(F)(F)F)c3)CC2)C1 (stereo not given)	i	i	7	i	-3	i	i	i	3	i	i
38	CCCOc1ccc(-c2nc(-c3ccc(N)cc3)cs2)cc1	i	i	.	.	-5	.	i	i	.	i	i
39	C=CCn1c(=N)n(CC(=O)c2ccc(OC)cc2)c2ccccc21	i	i	-1	i	-5	i	i	i	10	i	i
40	Cc1scc(C(=O)O)c1-c1c(C(=O)O)csc1C	i	i	.	i	-5	i	i	i	-5	i	i
41	CCN(CC)C(=O)Oc1ccc2ccccc2c1Br	i	i	2	i	-7	i	i	i	1	i	i
42	O=C(NCc1ccc(F)cc1)C1CCCN(c2nc3ccsc3c(=O)s2)C1 (stereo not given)	i	i	-2	i	-13	i	i	i	16	i	i
43	O=C(OCC(=O)c1ccc(Cl)s1)c1ccccn1	i	i	-1	i	-9	i	i	i	2	i	i
44	Oc1ccc(O)c(-c2cnns2)c1	i	i	1	i	-3	i	i	i	13	i	i
45	Cc1ccc(C(=O)Nc2cc3c(cc2Cl)OCCCO3)cc1	i	i	3	i	-7	i	i	i	13	i	i
46	CCc1c(C)sc(NC(=O)c2cc(C)no2)c1C#N	i	i	4	i	-4	i	i	i	23	i	i
47	COc1ccc(Cc2ccc(OC)c(N)c2)cc1N	i	i	0	i	-8	i	i	i	-4	i	i
48	O=C(COC(=O)c1ccc(NS(=O)(=O)c2ccc3c(c2)OCCO3)cc1)NC1CC1	i	i	3	i	-8	i	i	i	-5	i	i
49	O=C(c1ccc(Cn2c(=O)[nH]c3ccccc3c2=O)cc1)N1CCN(c2ccccc2)CC1	i	i	-4	i	-7	i	i	i	2	i	i
50	COc1ccccc1C1C(C(C)=O)=C(O)C(=O)N1c1ccc(O)cc1 (stereo not given)	i	i	?	i	-17	i	i	i	.	i	i
51	COCCCNC(=O)CN1C(=O)/C(=C/c2ccccc2C)Sc2ccccc21	i	i	0	i	-5	i	i	i	-1	i	i
52	O=C(Nc1ccc2c(c1)OCO2)C1(S(=O)(=O)c2ccc(Cl)cc2)CC1	i	i	-7	i	-19	i	i	i	8	i	i
53	O=C(NC(=S)N(CCO)Cc1ccccc1)c1ccc(S(=O)(=O)N2CCCC2)cc1	i	i	7	i	-5	i	i	i	-4	i	i
54	O=S(=O)(c1ccc(F)cc1)N1CCN(CC2CC3C=CC2C3)CC1 (stereo not given)	i	i	3	i	-6	i	i	i	-1	i	i
55	O=C1NNC(c2ccccc2)=N/C1=C\c1ccc(Cl)cc1	i	i	-2	i	-9	i	i	i	.	i	i
56	CC(C)(C)NS(=O)(=O)c1ccc(NC(=O)C(Sc2ccccc2)c2ccccc2)cc1 (stereo not given)	i	i	29*	i	-14	i	i	i	-5	i	i
57	c1ccc(C2NCCn3cccc32)cc1 (stereo not given)	i	i	-5	i	-4	i	i	i	1	i	i
58	NC(=O)c1ccsc1NC(=O)COC(=O)c1nc(Cl)ccc1Cl	i	i	1	i	-23	i	i	i	31	i	i
59	CN(C)CCCNS(=O)(=O)c1ccc(N2CCN(Cc3ccc4c(c3)OCO4)CC2)c([N+](=O)[O-])c1	i	i	10	i	-9	i	i	i	1	i	i
60	CC(=O)OC1CSC2c3ccccc3C(=O)N2Cc2sccc21 (stereo not given)	i	i	5	i	-7	i	i	i	3	i	i
61	C[N+](C)(C)C/C=C1/COCO1	i	i	13	i	0	i	i	i	-1	i	i
